Source: PubChem
BaF3 parental – parental Ba/F3 viability inhibition as JAK2V617F counter-screen | CellTiter-Glo ATP luminescence | inhibition, % at 5.6 µM | hit rate 1.1% among 220,000 | AID 1486;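 active = inhibition above a per-campaign cutoff, the mean inhibition of all tested compounds plus 3 SD, cut at about 27% in these data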;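 also: 0% = DMSO wells and 100% = JAK Inhibitor I control wells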
NCF1 inh – inhibitors of human p47phox binding | P14598 | p47phox/p22phox peptide binding, fluorescence polarization, 2 h | inhibition, % at 24.7 µM | hit rate 0.53% among 220,000 | AID 1274;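 active = inhibition above about 30%, limit read from the data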;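 also: 0% = p47phox with labelled peptide and 100% = labelled peptide alone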
Target sequence (P14598 whole entry, looked up): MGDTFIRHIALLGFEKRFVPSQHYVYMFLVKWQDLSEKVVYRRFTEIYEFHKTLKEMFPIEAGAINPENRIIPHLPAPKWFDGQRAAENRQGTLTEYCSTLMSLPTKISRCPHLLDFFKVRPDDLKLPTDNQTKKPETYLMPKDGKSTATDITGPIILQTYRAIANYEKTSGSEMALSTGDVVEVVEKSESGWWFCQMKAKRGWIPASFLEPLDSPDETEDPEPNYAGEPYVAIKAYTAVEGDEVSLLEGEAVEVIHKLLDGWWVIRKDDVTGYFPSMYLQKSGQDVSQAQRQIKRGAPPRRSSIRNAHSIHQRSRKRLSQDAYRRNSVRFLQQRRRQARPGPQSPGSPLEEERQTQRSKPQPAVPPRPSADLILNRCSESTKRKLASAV
Furin inh – blocks human furin protease activity | P09958 | purified furin, fluorogenic substrate cleavage | inhibition, % at 30 µM | hit rate 0.061% among 220,000 | AID 463115; in the data active = inhibition above about 25%; also: inactives centre near -15
RBBP9 inh – human RBBP9 hydrolase inhibition. recombinant RBBP9, FP-Rh probe fluorescence polarization. inhibition, % at 7.94 µM. O75884. hit rate 0.2% among 220,000;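 active = inhibition above the campaign mean of all tested compounds plus 3 SD, cut at about 14% in these data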;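 also: plate controls were DMSO wells with RBBP9 for no effect and wells lacking RBBP9 protein for full effect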
Target sequence (O75884 whole entry, looked up): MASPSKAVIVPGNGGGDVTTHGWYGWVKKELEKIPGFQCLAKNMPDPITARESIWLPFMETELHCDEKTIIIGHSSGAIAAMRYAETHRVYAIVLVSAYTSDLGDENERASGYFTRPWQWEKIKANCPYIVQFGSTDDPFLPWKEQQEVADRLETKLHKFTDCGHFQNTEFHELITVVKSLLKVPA
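Test system: recombinant human RBBP9; Timing: 30 min then 45 min, 25 °C; Detection: fluorescence polarization; Control set: RBBP9 with DMSO as uninhibited control, no-protein wells as full inhibition; Compound dosing: one concentration, 7.94 µM nominal, 0.794% DMSO; Probe or stimulus: FP-Rh activity-based probe, 375 nM before mixing.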
PPC-1+TRAIL kill – PPC-1 cancer cell killing with TRAIL present; PPC-1 cells + TRAIL, ATPLite viability luminescence; cell killing (% activity), % at 4 µM; hit rate 0.41% among 220,000; AID 1443;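 active = cell killing above 50% in the first pass at 4 µM, then a duplicate retest at 5 µM averaging 50% or more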;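 also: plate controls were cells with TRAIL plus DMSO for no effect and medium-only wells lacking cells for full effect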
TbHK1 inh – blocks Trypanosoma brucei hexokinase 1 activity; hit rate 0.11% among 220,000; inhibition, % at 10 µM; recombinant TbHK1, G6PDH-coupled NADH A340; AID 1430;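 active = inhibition of 50% or more in the single-dose primary screen; inactive = inhibition below 50%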
Ba/F3 V617F tox – loss of viability in JAK2V617F-driven Ba/F3 cells | Ba/F3 EpoR-JAK2V617F viability, ATP luminescence | inhibition, % at 5.6 µM | hit rate 1.1% among 220,000 | AID 1446;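 active = inhibition above the campaign mean plus 3 SD over all tested compounds, cut at about 24% in these data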;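 also: cytokine-independent growth of Ba/F3 cells driven by EpoR plus mutant JAK2; 0% = DMSO-treated cells and 100% = JAK inhibitor I control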
p97 ATPase inh – human p97 ATPase inhibition | P55072 | recombinant p97 ATPase, Kinase-Glo ATP luminescence, 3 h | inhibition, % at 8 µM | hit rate 0.42% among 220,000 | AID 1481; in the data active = inhibition above about 15%;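 also: 0% = DMSO vehicle and 100% = wells lacking enzyme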
EP2 antag – EP2 receptor (human) inhibition; C6 glioma cells expressing human EP2, cAMP TR-FRET; cells stimulated with saturating PGE2; inhibition, % at 25 µM; hit rate 0.52% among 260,000; AID 1422;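 active = percent inhibition above 40 after rounding to a whole number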;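 also: rat C6 glioma host cells with rolipram phosphodiesterase inhibitor present; the protocol text gives 20 µM as final concentration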
Target sequence (P43116 whole entry, looked up): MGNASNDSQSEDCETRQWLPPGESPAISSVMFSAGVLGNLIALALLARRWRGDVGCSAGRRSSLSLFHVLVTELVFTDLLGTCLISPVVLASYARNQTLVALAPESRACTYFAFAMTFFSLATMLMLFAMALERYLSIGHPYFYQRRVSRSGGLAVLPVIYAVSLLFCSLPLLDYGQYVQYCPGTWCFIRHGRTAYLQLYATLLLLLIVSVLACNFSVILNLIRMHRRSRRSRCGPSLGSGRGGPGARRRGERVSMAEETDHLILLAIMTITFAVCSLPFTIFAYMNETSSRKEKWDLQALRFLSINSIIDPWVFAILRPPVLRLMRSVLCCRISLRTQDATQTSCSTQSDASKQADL
An asterisk follows results filed as active; . = no result given; & = joins results of further samples; [ ] = another dose, or the depositor's remark.

SMILES	BaF3 parental	NCF1 inh	Furin inh	RBBP9 inh	PPC-1+TRAIL kill	TbHK1 inh	Ba/F3 V617F tox	p97 ATPase inh	EP2 antag
Cn1c(=O)c([N+](=O)[O-])c(NC2CCS(=O)(=O)C2)c2ccccc21 (stereo unspecified)	1	-14	-7	-5	9	-19	-6	9	7
COC(=O)Nc1nc(Sc2ncc(C(F)(F)F)cc2Cl)n[nH]1	0	-11	-20	2	10	-2	-1	8	4
O=C(NC1CCCCC1)c1cc([N+](=O)[O-])ccc1N1CCOCC1	0	-4	-8[20 µM]	-5	18	-17	0	3	7
CCC1C(=O)N(c2nc(C)cc(C)n2)N=C1C (stereo unspecified)	0	-10	-16[20 µM]	-5	-12	-3	-2	1	8
COc1ccc(C(=O)OCC(=O)NCCN2C(=O)CSC2=O)cc1	4	-4	-22	2	2	-3	-1	3	4
[O-][n+]1onc2c1CCC(=N/O)/C2=N\Nc1ccccc1	-2	-12	-24	-1	-28	-14	3	12	4
Cc1nc(CCNC(=O)Cc2ccccc2)cs1	6	4	-25	-9	-8	-1	1	0	16
Cc1cc(-c2ccco2)c(C#N)c2nc3ccccc3n12	8	.	-8	-4	-4	-4	2	7	19
Cc1cc(C)nc(SCc2ccc(C(=O)N/N=C/c3ccccc3C(=O)O)cc2)n1	8	-10	-12	-8	8	2	5	-2	7
COc1ccc(OC)c(C2SCCN2S(C)(=O)=O)c1 (stereo unspecified)	5	-8	-21[20 µM]	-4	18	-1	-1	3	8
COc1cc(C2NC(=O)NC(C)=C2C(=O)OC(C)C)ccc1OC(=O)c1ccco1 (stereo unspecified)	3	-13	-21[20 µM]	-7	23	1	1	-4	11&7
Cc1ccsc1-c1nc(C(N)=O)c2[nH]c(=O)n(-c3ccc(Cl)cc3)c2n1	5	-26	-6	2	-11	0	-4	4	13
OCCCNC(=S)Nc1ccc(Oc2ccccc2)cc1	8	-8	-9	-11	18	26	1	-2	2
CC(C)(C)c1ccccc1OCCCCCn1ccnc1	10	25	-15	1	7	15	3	1	3
Cc1ccc(N(C)S(=O)(=O)c2cccc(C(=O)Oc3ccc4c(C)cc(=O)oc4c3)c2)cc1	6	-17	-54	-9	9	-13	0	6	11
COc1ccc(C2=NOC(C(=O)NCCN3CCOCC3)C2)cc1 (stereo unspecified)	2	5	-10	-9	8	14	0	1	8
Cn1c(=O)c(=O)n(C)c2cc(S(=O)(=O)NCc3ccc(Cl)cc3)ccc21	4	2	-14	-1	12	-7	0	0	8
Cc1ccc(OCC(=O)Nc2cccc(C)n2)c(C)c1	2	-4	-21[20 µM]	4	7	9	0	-2	8
N#CCC(=O)N/N=C1\CCCCC1C1CCCCC1 (stereo unspecified)	7	-8	-20	-3	18	1	-2	5	7
COc1ccc(-c2csc(N3C(=N)SCC3=O)n2)cc1	2	-27	-5[20 µM]	3	26	-22	-2	-1	.

Whole records from above.
Record of `COc1ccc(C2=NOC(C(=O)NCCN3CCOCC3)C2)cc1` (stereo unspecified) = BaF3 parental = 2; NCF1 inh = 5; Furin inh = -10; RBBP9 inh = -9; PPC-1+TRAIL kill = 8; TbHK1 inh = 14; Ba/F3 V617F tox = 0; p97 ATPase inh = 1; EP2 antag = 8
Record of `COc1cc(C2NC(=O)NC(C)=C2C(=O)OC(C)C)ccc1OC(=O)c1ccco1` (stereo unspecified) = BaF3 parental = 3; NCF1 inh = -13; Furin inh = -21[20 µM]; RBBP9 inh = -7; PPC-1+TRAIL kill = 23; TbHK1 inh = 1; Ba/F3 V617F tox = 1; p97 ATPase inh = -4; EP2 antag = 11&7
Record of `Cc1cc(-c2ccco2)c(C#N)c2nc3ccccc3n12` = BaF3 parental = 8; NCF1 inh = .; Furin inh = -8; RBBP9 inh = -4; PPC-1+TRAIL kill = -4; TbHK1 inh = -4; Ba/F3 V617F tox = 2; p97 ATPase inh = 7; EP2 antag = 19

Further records follow:
SMILES	BaF3 parental	NCF1 inh	Furin inh	RBBP9 inh	PPC-1+TRAIL kill	TbHK1 inh	Ba/F3 V617F tox	p97 ATPase inh	EP2 antag
CCOC(=O)c1cnc(SC2CC(=O)N(c3ccc(C)cc3)C2=O)nc1N (stereo unspecified)	0	-9	-1[20 µM]	-4	18	-3	-3	3	18
CC(=O)c1cc(C#N)c(Oc2cc(C)cc(C)c2)nc1C	1	-6	-19	-4	14	-3	-3	2	12
CCCOc1ccc(CSCCNC(=S)Nc2ccccc2)cc1	7	-10	-24	-5	2	2	0	-5	7
O=C(O)c1cc2ncc(-c3[nH]ncc3[N+](=O)[O-])cn2n1	8	-9	-24	-2	-1	-12	2	3	4
Cc1cccc(Cl)c1NC(=S)NN	0	-2	-13	-7	10	7	3	-1	14
CC(Sc1nnc(Cc2cccs2)n1C1CCCCC1)C(=O)N1CCc2ccccc21 (stereo unspecified)	6	-14	-6[20 µM]	-2	13	3	-1	-4	16
CO/N=C/c1ccc(Oc2ccc(C)cc2)c([N+](=O)[O-])c1	8	-13	-8	-4	-3	-1	4	-4	3
Cc1cccc(OCCn2c(S(=O)(=O)O)nc3ccccc32)c1	0	-5	-6[20 µM]	-6	-11	4	-4	3	12
COc1cc(-c2cc(C(=O)O)c3c(OC)c(OC)c(OC)cc3n2)ccc1O	7	-3	-10	-1	23	-29	-2	6	17
C[C@@H](C(=O)N1CCNCC1)n1cc(CCCN=C(N)N)nn1	2	-1	-25	-3	-9	-10	1	1	10
Cc1nc2ccc(NC(=O)c3ccc(N4C(=O)CCC4=O)cc3)cc2s1	3	-3	-17	-5	22	5	3	-1	10
COCCn1nnnc1C(c1ccc(Cl)cc1)N1CCSCC1 (stereo unspecified)	2	-3	-9	-2	1	10	4	-3	3
O=C(O)CN(c1ccc2c(c1)OCCO2)S(=O)(=O)c1ccccc1	2	-13	-14[20 µM]	-2	13	2	-3	6	6
COc1ccc(CCN2C(=NC(=O)CC(C)C)SC3CS(=O)(=O)CC32)cc1OC (stereo unspecified)	-1	-14	-14	10	7	-8	-2	1	2
CCOC(=O)Cc1csc(NC(=O)CSc2cc(Cl)ccc2Cl)n1	7	-15	0	-7	2	11	-2	0	7
COCCCNC(=S)Nc1ccccc1C	5	-3	-15	-9	9	21	-4	5	14
CC(=O)N/C(=C\c1cccc([N+](=O)[O-])c1)C(=O)NC1CCCCC1	2	-8	-11	-5	39	35	-1	1	14
CCOC(=O)C1C(=O)NC(SCC(=O)OC)=C(C#N)C1c1ccccc1OCC (stereo unspecified)	4	-8	-1[20 µM]	-2	5	-5	6	-4	6
O=C(O)c1ccc(-c2nnn(Cc3ccccc3F)n2)cc1	7	2	-19	-8	5	-6	-2	1	10
CCC(=O)Nc1sc(C(=O)OC)c(C)c1C(=O)OC	5	-4	-21	-3	4	2	-2	3	7
O=C(Nc1ccc(N2CCOCC2)cc1)c1cccnc1	3	-2	-19[20 µM]	-4	16	0	0	-1	13
NC1=NC[C@H](Cc2ccccc2)N1CCc1cc(C(F)(F)F)cc(C(F)(F)F)c1	.	-2	-26	.	4	15	.	.	23
CS(=O)(=O)N(CC(=O)N1CCN(c2ccccc2)CC1)C1CCCCC1	10	-7	-4[20 µM]	-7	-12	5	5	-5	4
CN(C)c1ccc(/C=C(\C#N)C(=O)Nc2nc3c(s2)CCN(Cc2ccccc2)C3)cc1	7	-143	3[20 µM]	-2	6	-1	8	-4	11
COC(=O)CCCC1=CC2=CC(=O)C(C)(OC(=O)CCc3ccccc3)C(=O)C2=CO1 (stereo unspecified)	.	-15	-4	.	-17	-29	.	.	19
COc1ccccc1OCCSc1nc2ccccc2n1CCO	3	5	-37	-2	19	1	-3	5	11
COc1ccc(CCc2nc(C)ccc2O)cc1	6&3	9&-10	-16	-4&-3	20&40	-10&-15	5&0	-6&1	6&15
CC(C)C(=O)Nc1ccc(C(=O)NC2CCSC2=O)cc1 (stereo unspecified)	7	-4	-21	-9	-15	-5	2	1	3&5
Cc1ccccc1-c1nc(CN2CCC(C(=O)O)CC2)c(C)o1	0	-9	-6	-4	-2	5	-7	3	8
Cc1ccc(Oc2cc(-n3nc(C)cc3C)ncn2)cc1	2	-4	-18[20 µM]	-2	-1	0	0	0	10
O=C(NNC(=S)Nc1ccc(F)c(Cl)c1)c1ccccc1Br	1	-3	-17	-3	-10	7	-2	1	12
Cn1cc(Br)c(C(=O)Nc2c(F)c(F)c(F)c(F)c2F)n1	2	-3	-24	-5	18	0	-3	1	11
O=C(CN1CCN(Cc2ccccc2)CC1)c1ccc(Br)cc1	2	-8	-27	-6	12	1	-4	8	.
O=S(=O)(NC1CC1)c1ccc(S(=O)(=O)N2CCCC(c3nc(-c4cccnc4)no3)C2)cc1 (stereo unspecified)	7	1	-20	-9	37	1	2	-5	4
Cc1nn(C(C)c2n[nH]c(=S)n2-c2cccc(Cl)c2)c(C)c1[N+](=O)[O-] (stereo unspecified)	3	-17	-14[20 µM]	3	14	-1	-3	3	14
COC(=O)c1nn(-c2ccc(-c3ccccc3)cc2)cc1O	7	-5	-24	-12	7	-4	1	5	16
COc1ccccc1-c1nnc(NC(=O)c2ccc3ncsc3c2)o1	3	-10	3	-11	8	27	4	-5	6
O=C1c2ccsc2SCCN1Cc1ccc(Cl)cc1	3	-20	-5[20 µM]	-8	-2	2	5	-6	11
O=C(NCc1ccc(F)cc1)c1c2c(nc3ccccc13)CCN(Cc1ccccc1)C2	5	-6	-15	-8	-1	-5	3	-3	6
CC(C)[C@H](NC(=O)c1ccccc1)C(=O)OCC(=O)N1CC(=O)Nc2ccccc21	3	-6	-18	6	-1	-1	0	4	7
Cc1ccc(NC(=O)C2=CCN(S(=O)(=O)c3ccc(F)cc3)CC2)c(C)c1	3	-5	-10	-1	10	2	-3	6	4
COc1ccc(-c2cnc(N)nc2-c2ccc(OC)cc2O)cc1	-1	-1	-14	-6	6	-11	-2	6	15
Cc1ccc(-c2cc(C(=O)NN=C3CCCC3)c3ccccc3n2)cc1	-2	-4	-11[20 µM]	-16	20	-13	0	3	6
CCn1ccnc1CN(C)C(=O)CC1C(=O)NCCN1Cc1c(F)cccc1Cl (stereo unspecified)	0	2	-18	1	13	3	-5	9	3
COc1ccc(NC(=O)CSc2ccccc2)c(OC)c1	2	-4	-10[20 µM]	1	13	1	-3	6	11
O=C(NC1CC1)C1=C[C@@H](C2CCCCC2)C[C@@H](OCCCCO)O1	-6	.	-26	5	6	-9	1	0	7
Cc1ccc(S(=O)(=O)N2CCCCC2C(=O)N2CCN(c3ccccc3F)CC2)cc1 (stereo unspecified)	6	-7	-24[20 µM]	4	9	-4	1	2	3
COc1nc(-c2cccc([N+](=O)[O-])c2)nc2ccccc12	2	-10	-23	8	1	-3	0	4	8
C/C(=C\c1ccccc1)CN1CCN(c2ccccc2)CC1	-2	-5	-6[20 µM]	-4	19	3	1	0	6
O=C(NCc1csc(-c2cccs2)n1)C1CC1	1	2	-14	-6	13	-21	-5	9	23
Cc1nn(-c2ccccc2)c(Cl)c1/C=N\NC(=O)c1cnccn1	2	0	-10	-5	14	-13	-3	0	10
O=C1CC(c2c[nH]c3ccccc23)C(=O)N1 (stereo unspecified)	5	-6	-17[20 µM]	7	-11	2	-3	8	6
CCOC(=O)C1CCCCN1Cc1cccc(F)c1 (stereo unspecified)	4	-1	-8[20 µM]	-3	8	-1	3	2	13
COc1ccccc1-n1c(C)cc(C=O)c1C	4	-5	-8[20 µM]	-14	14	5	3	-5	16
CCn1cc(C(=O)OCC(=O)c2ccccc2)c(=O)c2ccc(C)nc21	-1	-7	-18	-7	12	-6	2	1	7
COc1ccc(CCNC(=O)CN2C(=O)c3ccccc3C2=O)cc1	2	13	-11[20 µM]	-4	-3	-7	-6	4	14
Cc1nc2nc[nH]n2c(=O)c1NC(=O)c1cccc(OCC(C)C)c1	0	5	-14	-4	4	0	-1	-4	13

Only part of the results is shown. The share of hits here may be higher or lower than overall.
